AmpC det inh: AmpC beta-lactamase inhibition, detergent assay. actives 0.09% (n = 71,000). Potency, µM (top dose mostly 28.7 µM), for the others: at the top dose activity change, negative = inhibition. purified AmpC, nitrocefin hydrolysis with detergent. P00811; active = well fitted curve in the direction sought with a large enough effect
Target sequence (P00811 whole entry, looked up): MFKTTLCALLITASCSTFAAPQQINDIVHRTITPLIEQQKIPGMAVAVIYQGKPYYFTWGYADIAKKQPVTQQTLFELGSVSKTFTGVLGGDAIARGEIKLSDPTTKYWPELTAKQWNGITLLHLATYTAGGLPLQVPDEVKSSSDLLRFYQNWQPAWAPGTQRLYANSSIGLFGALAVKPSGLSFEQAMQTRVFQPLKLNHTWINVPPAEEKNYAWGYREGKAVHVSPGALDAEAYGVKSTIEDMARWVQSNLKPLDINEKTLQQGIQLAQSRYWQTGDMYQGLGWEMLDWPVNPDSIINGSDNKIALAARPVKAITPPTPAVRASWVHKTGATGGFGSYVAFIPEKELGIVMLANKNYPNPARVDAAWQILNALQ
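E. coli AmpC (5.3 nM) in 20 mM phosphate pH 7.0 with 0.01% Triton X-100, preincubated 15 min RT with compound; nitrocefin (2 uL of 800 uM stock) hydrolysis followed by 480 nm absorbance every 20 s over 4 min.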
* = called active by the depositor; [ ] = another dose, or the depositor's remark. % is scaled to controls: 0 for no effect and ±100 for the full control effect; potency is read from the fitted curve at half-maximal effect. This is a subset; rates above refer to the full screens.

COC(=O)C1=C(C)Nc2ncnn2C1c1ccc(OC(=O)c2ccccc2)cc1 (configuration not stated)
  AmpC det inh: -3%

Cc1nc2ncnn2c(C)c1CCC(=O)N1CCOCC1
  AmpC det inh: -5%

C=CCC(NCCCO)c1cccc(OC)c1OC (configuration not stated)
  AmpC det inh: -2%

CCCCCCCCCCCC(=O)O[C@H](CC(=O)O)C[N+](C)(C)C
  AmpC det inh: -4%

CCCn1nnnc1SCC(=O)c1ccc(NC(C)=O)cc1
  AmpC det inh: 0%

COc1ccc(N2C(=O)C3CCCN3C2c2ccc(C)o2)cc1Cl (configuration not stated)
  AmpC det inh: -1%

O=C(N[C@@H](c1ccccc1)[C@@H]1C[C@H]1C(=O)O)OCc1ccccc1
  AmpC det inh: 0%

CN1/C(=C\P(=O)(N(C)C)N(C)C)C(C)(C)c2ccccc21
  AmpC det inh: 1%

O=C(O)c1ccccc1SCc1ccc2c(c1)OCO2
  AmpC det inh: -4%

Cc1ccc(S(=O)(=O)NC2=NCN(C3CCCCC3)CN2)cc1
  AmpC det inh: -4%

CCCn1c(=O)c2ccccc2n2c(SCC(=O)c3ccc(F)cc3)nnc12
  AmpC det inh: -3%

CCOC(=O)CC(=O)Nc1ccc(Br)cc1C(=O)O
  AmpC det inh: 1%

O=C(CC1(O)C(=O)N(Cc2ccc3c(c2)OCO3)c2ccccc21)c1ccccc1 (configuration not stated)
  AmpC det inh: 1%

O=C1CN(S(=O)(=O)c2ccc(F)cc2)CC(=O)N1CCc1ccccc1
  AmpC det inh: -6%

CCOCCCNS(=O)(=O)c1ccc2c(c1)OCCO2
  AmpC det inh: 0%

CC(C)(C)C(=O)Nc1c2c(nc3c1CCC3)CCCC2
  AmpC det inh: -5%

COc1ccc(C2NCCc3cc(OC)c(OC)cc32)cc1OC (configuration not stated)
  AmpC det inh: -1%

CCOC(=O)c1cccc(NC(=O)CN2CCN(c3ccc(OC)cc3)CC2)c1
  AmpC det inh: -1%

COc1ccccc1Cc1noc(-c2cc(Cl)ccc2OC)n1
  AmpC det inh: -4%

COc1cc2nc(N3CCNCC3)nc(N)c2cc1OC
  AmpC det inh: -3%

Overlap with the part before: two entries, then new ones.
COc1ccccc1Cc1noc(-c2cc(Cl)ccc2OC)n1
  AmpC det inh: -4%

COc1cc2nc(N3CCNCC3)nc(N)c2cc1OC
  AmpC det inh: -3%

Cc1noc(C)c1C(=O)N1CCC[C@@]2(CCN(c3ccccc3)C2)C1
  AmpC det inh: 1%

CCc1ccccc1N(C(=O)Cn1nnc2ccccc21)C(C(=O)NCCOC)c1ccco1 (configuration not stated)
  AmpC det inh: -2%

O=C(O)[C@@H]1[C@@H](C(=O)NCc2ccncc2)[C@@H]2C=C[C@@H]1O2
  AmpC det inh: -2%[5.75 µM]

CC1(c2ccc(OC(F)F)cc2)NC(=O)N(CC(=O)Nc2ccc3c(c2)OCO3)C1=O (configuration not stated)
  AmpC det inh: 0%

COc1ccc(C(=O)Nc2nncs2)c(OC)c1
  AmpC det inh: 9%

Cc1cc(NC(=O)COn2nnc3ccccc32)no1
  AmpC det inh: 0%

CCCc1[nH]n(-c2nc3ccccc3s2)c(=O)c1C=NCC1CCCO1 (configuration not stated)
  AmpC det inh: 12%

Cc1cc(C(=O)CN2C(=O)CCC2=O)c(C)n1Cc1ccccc1
  AmpC det inh: -4%

CCCC1C(c2ccco2)NC(c2ccco2)CC1(C)O (configuration not stated)
  AmpC det inh: -3%

CCOc1cccc(=O)c2c(C)n(Cc3ccco3)c(C)c12
  AmpC det inh: 8%

Of the compounds above, these have a halogen.
COc1ccc(N2C(=O)C3CCCN3C2c2ccc(C)o2)cc1Cl (configuration not stated)
  AmpC det inh: -1%

CCCn1c(=O)c2ccccc2n2c(SCC(=O)c3ccc(F)cc3)nnc12
  AmpC det inh: -3%

CCOC(=O)CC(=O)Nc1ccc(Br)cc1C(=O)O
  AmpC det inh: 1%

O=C1CN(S(=O)(=O)c2ccc(F)cc2)CC(=O)N1CCc1ccccc1
  AmpC det inh: -6%

COc1ccccc1Cc1noc(-c2cc(Cl)ccc2OC)n1
  AmpC det inh: -4%

CC1(c2ccc(OC(F)F)cc2)NC(=O)N(CC(=O)Nc2ccc3c(c2)OCO3)C1=O (configuration not stated)
  AmpC det inh: 0%

More structures follow.
S=c1nc2ccccc2c2nc(-c3ccccc3)[nH]n12
  AmpC det inh: 2%

C=CCOc1ccc(/C=N/n2cncn2)cc1OC
  AmpC det inh: 21%

O=C(c1ccc2ccccc2n1)N1CCN(c2ccccc2)CC1
  AmpC det inh: -4%

O=C1CCCC2=C1C(c1ccc(Br)cc1)c1c([nH]c(=S)[nH]c1=O)N2 (configuration not stated)
  AmpC det inh: -2%

Cc1ccc2nc3ccc(N4CCN(C)CC4)nn3c(=O)c2c1
  AmpC det inh: -1%

CC(=O)NCCNc1ncnc2ccc(-c3ccccc3C)cc12
  AmpC det inh: 12%

Cc1ccc(NCc2nnc(SCc3ccc(C#N)cc3)n2Cc2ccco2)c(C)c1
  AmpC det inh: 0%

Cc1cc(C)nc(N(C#N)Cc2ccccc2)n1
  AmpC det inh: -4%

COc1ccc(Oc2ncc3nc(C)c(=O)n(Cc4cccs4)c3n2)cc1
  AmpC det inh: 3%

COCCNC(=O)C(c1ccc(C)o1)N(C(=O)c1snc(C(N)=O)c1N)c1ccc(C)cc1 (configuration not stated)
  AmpC det inh: 10%

CC(=O)c1sc(NC(=O)C2(F)C(F)(F)C(F)(F)C(F)(F)C(F)(F)C2(F)F)nc1C
  AmpC det inh: -11%

CSCCC(NC(=O)c1occc1C)C(=O)O (configuration not stated)
  AmpC det inh: 2%

Cc1ccc2[nH]c(=O)c3cc(C(=O)N4CCN(C(=O)c5ccco5)CC4)sc3c2c1
  AmpC det inh: 8%

O=C(Cn1cnc2sc(-c3ccccc3)cc2c1=O)N1CCOCC1
  AmpC det inh: -3%

COc1nc2cc(C)ccc2cc1-c1noc(-c2cccnc2)n1
  AmpC det inh: -3%

O=C(CSc1nnc2c(Cl)cc(Cl)cn12)N1CCN(S(=O)(=O)c2ccccc2)CC1
  AmpC det inh: -1%

Cn1c(-c2ccc(Cl)cc2)cnc1N
  AmpC det inh: 22%

O=c1[nH]c(=O)n([C@@H]2C[C@H](O)[C@H](CO)O2)cc1C(F)(F)F
  AmpC det inh: 0%[12.8 µM]

Cc1ccc(S(=O)(=O)N2CCC(C(=O)OC(C)C(=O)NCc3ccc4c(c3)OCO4)CC2)cc1 (configuration not stated)
  AmpC det inh: 16%

CCC(C)NC(=O)c1c(N)n(Cc2ccc3c(c2)OCO3)c2nc3ccccc3nc12 (configuration not stated)
  AmpC det inh: 2%

Additional compounds follow.
Compound	AmpC det inh
CCCCCCC(=O)O	8%
COc1ccc(N2C(=O)C3CCCN3C2c2ccccc2OC)cc1 (configuration not stated)	5%
Cc1cc(NCCCn2ccnc2)n2c(nc3ccccc32)c1C#N	15%
COc1ccc(-c2nc3cnc(Oc4cccc(Cl)c4)nc3n(C3CC3)c2=O)cc1	1%
COc1cccc(C2C3=C(N=C4SCC(=O)N42)c2ccccc2CC3)c1OC (configuration not stated)	5%
CC(=O)NC1(c2nnnn2CCOC(=O)Nc2ccc(Cl)cc2)CCCCC1	-9%
CC(C)CNC(=O)C1C2C=CC(C2)C1C(=O)O (configuration not stated)	-2%
CN(C)CCCNC(=O)C1CCNCC1	-2%
CCNC(=O)CC1C(=O)N(c2ccc(F)cc2)C(=O)N1CCC(C)C (configuration not stated)	-2%
Cc1ccc(-n2[nH]c(C)c(/C=N/n3c(C)nc4ccccc4c3=O)c2=O)cc1	-6%
COC(=O)c1ccc(C(NC(=O)OCc2ccccc2)/C(C)=C/[C@@H](C)C(=O)NCc2cc(C)on2)cc1 (some centres not stated)	12%
COC(=O)c1cnn2c(C)c(Cc3cccc(F)c3)c(C)nc12	5%
Cc1ccc(NC(=O)N2CCCC2C(=O)NCCc2ccccc2)cc1 (configuration not stated)	1%
Cc1c(Cl)cccc1NC(=O)CC1SCCNC1=O (configuration not stated)	-1%
COc1ccccc1-c1cc(C(=O)Nc2cccnc2)no1	-6%
CCCC(=N)C1=C(O)CC(CC(C)SCC)CC1=O (configuration not stated)	-1%
CCOC(=O)Cn1c2ccc(OC)cc2c2nc3ccccc3nc21	-4%
COc1cc2cc(C(c3nnnn3Cc3ccc(F)cc3)N3CCCCCC3)c(=O)[nH]c2cc1OC (configuration not stated)	-2%
O=c1cc(-c2ccccc2O)oc2c1ccc1ccccc12	0%
CCCn1nc(-c2nnc(-c3ccc(C)c(C)c3)o2)c2ccccc2c1=O	2%
O=c1/c(=C/c2ccc(CNS(=O)(=O)c3ccccc3)o2)sc2n1CCN=2	8%
CN(C)C(=O)N1CCN(C(=O)c2ccccc2Sc2ccccc2C#N)CC1	-3%
COC(=O)CCCCC(=O)C1C(=O)CC(C)(C)C(C(=O)OC)C1=O (configuration not stated)	-2%
O=C(NCC1COc2ccccc2O1)c1c[nH]c2ccc(S(=O)(=O)N3CCOCC3)cc2c1=O (configuration not stated)	-5%
OCCNc1nc(Nc2ccccc2)nc(Nc2ccccc2)n1	0%

Look-ups from the results shown:
`CN(C)CCCNC(=O)C1CCNCC1` @ AmpC det inh: -2%
`CCCC(=N)C1=C(O)CC(CC(C)SCC)CC1=O` (configuration not stated) @ AmpC det inh: -1%
`CCCCCCC(=O)O` @ AmpC det inh: 8%
`COC(=O)CCCCC(=O)C1C(=O)CC(C)(C)C(C(=O)OC)C1=O` (configuration not stated) @ AmpC det inh: -2%
`O=c1/c(=C/c2ccc(CNS(=O)(=O)c3ccccc3)o2)sc2n1CCN=2` @ AmpC det inh: 8%

Additional compounds
Compound	AmpC det inh
COc1ccc2c(c1)CCC(C)N2S(=O)(=O)c1ccc(C2CNC(=O)C2)cc1 (configuration not stated)	-3%
CN(C)CCNC(=O)c1c(O)c2c([nH]c1=O)CCCC2	3%
COCCOc1nc2c(c(=O)n(C)c(=O)n2C)n1CCc1ccccc1	-4%
Cc1ccc(NC(=O)CN2CC(C)SC2=NC2CCCCC2)cc1 (configuration not stated)	-2%
O=S(=O)(c1ccccc1)N1CCC[C@@]2(CCN(c3ccccc3)C2)C1	-1%
C[C@@H](N1CCOCC1)[C@@](O)(c1ccccc1)c1ccccn1	-3%[5.75 µM]
COCCN(C(=O)Cc1cccs1)c1nnc(-c2cccnc2)s1	-4%
O=C(O)CCCC(=O)N1CCN(c2cccc(Cl)c2)CC1	-1%
CCCCc1n[nH]c2c1C(=O)CC(C)(C)C2	-5%
c1ccc(Nc2ncnc3ccc(-c4ccc5c(c4)OCO5)cc23)cc1	-3%
CC(=O)c1cc2c(cc1NC(=O)c1cc3nc(C(C)C)cc(C(F)(F)F)n3n1)OCO2	-14%
O=C1OC(N2CCN(C(=O)C3CCCO3)CC2)c2ccccc21 (configuration not stated)	2%
Cc1cc(C)c2nc3s/c(=C/c4ccc5c(c4)n(C)c(=O)n5C)c(=O)n3c2c1	-5%
O=C(Nc1ccccc1Cl)c1cc(S(=O)(=O)N2CCCC(C(=O)O)C2)ccc1F (configuration not stated)	-1%
COc1ccc(OC)c(-n2nnnc2SCC(=O)NCCc2ccccc2)c1	-4%
COc1ccccc1CN1CCCC2(CCN(C(=O)c3cc(C(F)(F)F)cc(C(F)(F)F)c3)CC2)C1	1%
OCCSCc1cc(Cl)cc(Cl)c1O	-1%[5.75 µM]
CCOc1ccc(S(=O)(=O)N2CCN(C(=O)c3cccn3C)CC2)cc1	-3%
O=C(Nc1ccccc1N1CCCCC1)c1ccccc1F	2%
Cc1cccc(-c2nnc(SCc3nc4ccccc4[nH]3)n2Cc2ccco2)c1	-3%
C/C(=N\O)c1ccccc1C(=O)O	1%
Cc1ccc(OCc2ccoc2C(=O)O)cc1C	-6%
N#Cc1c(NC(=O)CSc2n[nH]c(Cc3ccccc3)n2)oc(-c2ccccc2)c1-c1ccccc1	-1%
COCCOC(=O)/C=C1/NC(=O)CS1	-12%
O=C(CCN1CCN(c2ccccc2F)CC1)Nc1ccccc1F	7%

Next entries.
Compound	AmpC det inh
Cc1ccc(CSCCNS(C)(=O)=O)cc1	8%
CCCOc1ccccc1C1NC(=O)NC(C)=C1C(=O)OCCOCC (configuration not stated)	-2%
O=C(O)c1ccc(-n2nnnc2Oc2ccccc2C(=O)N2CCOCC2)cc1	-2%
CC(c1ccco1)N(C(=O)c1cccs1)c1ccccn1 (configuration not stated)	-3%
O=C(Nc1cccc(F)c1)N1CCCC2(CCN(C(=O)c3cc(C(F)(F)F)cc(C(F)(F)F)c3)CC2)C1	0%
O=C(c1cnn2ccccc12)N(Cc1ccco1)C1CCCC1	10%
O=C(CSc1nnc(-c2ccccc2)n1C1CCCCC1)N1CCCC1	-2%
CCOC(=O)c1cnc2ccc(C(=O)OC)cc2c1NCCN1CCOCC1	6%
CCOC(=O)N1CCC(Nc2c(Nc3cccc(CC)c3)c(=O)c2=O)CC1	-6%
O=C1Oc2ccccc2C(=O)/C1=C\N1C(=O)N/C(=C\c2ccccc2O)C1=O	-3%[5.75 µM]
Cc1cc(C)cc(NC(=O)CN(C)S(=O)(=O)c2cccc3nsnc23)c1	-2%
CCn1c(C2CC(=O)N(c3ccc(C)c(C)c3)C2)nc2ccccc21 (configuration not stated)	13%
CCCC[C@@H]1C[C@H]1C(NC(=O)Cc1ccccc1)c1ccc(Cl)cc1 (some centres not stated)	2%
CCc1nc(NCCCN2CCOCC2)c2oc3ccccc3c2n1	-3%
CC12CN(Cc3ccccc3)CC(C)(CN(Cc3ccccc3)C1)C2=NO	6%
COc1ccc(-c2cc3nc(C)cc(C)n3n2)c(OC)c1	-2%
O=C(CCn1c(=O)oc2ccccc21)Nc1ccon1	2%
N=c1c2c(n(Cc3ccc(Cl)cc3)c3c1CCC3)CCC2	-1%
COC(=O)c1ccc(N(CC(=O)NC2CCCC2)C(=O)CNC(=O)c2ccco2)cc1	3%
CCCS(=O)(=O)N1CCC(C(=O)NCCCOC(C)C)CC1	-5%
CC(Nc1nc(N2CCCC2)nc2ccccc12)c1ccccc1 (configuration not stated)	-3%
O=c1c2ccccc2nc(-c2ccco2)n1CCCn1ccnc1	-1%
C=CCn1c(O)c(C(CC)=Nc2ccccc2NC(=O)CC)c(=O)[nH]c1=O	-2%
COc1ccc(-c2cc3nc(C4CCN(C(=O)OC(C)(C)C)CC4)c(C(=O)O)cn3n2)cc1	-2%
CC(C)c1ccc2c(c1)C(=O)NC(C)(C)C2	10%
